TexasRed fluor: Total Fluorescence Counterscreen for Inhibitors of the Interaction of Thyroid Hormone Receptor and Steroid Receptor Coregulator 2. TRb/SRC2 Texas Red total fluorescence interference. Potency, µM (top dose mostly 106 µM), for the others: top-dose fluorescence change, negative = quenching. actives 0.29% (n = 280,000). AID 1479, 2009; active means well fitted curve in either direction with a large enough effect; inconclusive means small, poorly fitted or top-dose-only effect
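Flags fluorescent or light-absorbing compounds by total fluorescence, S + 2P, at 555 nm excitation and 632 nm emission. Mixture: 20 nM Texas Red SRC2 peptide, 0.6 uM human TRb LBD, 1 uM T3, 5% DMSO; compound exposure 5 h at ambient temperature.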
L3MBTL1 inh: qHTS Assay for the Inhibitors of L3MBTL1; Lethal(3)malignant brain tumor-like protein 1 (Homo sapiens), Q9Y468; AlphaScreen L3MBTL1–H3K9me1 peptide binding; Potency, µM (series often up to 57.1 µM), for inactives: top-dose activity, negative = inhibition, most hits filed as inhibitors; actives 0.66% (n = 230,000); AID 485360, 2010; further: nearly all actives have a fitted effect of over 60% in size
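L3MBTL1 50 nM + b-AHA-H3(1-15)K9me1 75 nM, 30 min RT; compound added, 30 min RT; streptavidin donor/Ni-chelate acceptor beads 10 ug/mL each final, 30 min RT dark; AlphaScreen read.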
Tau fibril FP: qHTS for Inhibitors of Tau Fibril Formation, Fluorescence Polarization; Microtubule-associated protein tau (Homo sapiens), P10636; K18 P301L tau heparin fibrillization, Alexa594 FP, 6 h; Potency, µM (series often up to 57.7 µM), without a hit: at the top dose activity, negative = inhibition, usual class: inhibitors; actives 0.39% (n = 280,000); further: nearly all actives have a fitted effect of over 55% in size
Target sequence (P10636 561-689 P618L limits assumed): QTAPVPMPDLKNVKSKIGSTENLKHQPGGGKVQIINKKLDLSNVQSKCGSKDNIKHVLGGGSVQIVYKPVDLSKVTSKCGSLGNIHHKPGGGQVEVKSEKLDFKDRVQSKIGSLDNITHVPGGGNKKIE
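Recombinant K18 P301L […], labeled with Alexa 594 at 0.24 uM over 15 uM unlabeled; heparin inducer 20 uM final; 37 C, 6 hr; FP endpoint.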
Tau fluor cs: Counterscreen qHTS for Inhibitors of Tau Fibril Formation, Fluorescence Polarization | tau K18 P301L Alexa594 fluorescence, heparin fibrillization | Potency, µM (highest dose often 57.7 µM), inactives show at the top dose activity change, negative = decrease | actives 0.93% (n = 280,000) | AID 1463, 2008; further: nearly all actives have a fitted effect of over 55% in size
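Human K18 P301L tau (15 uM unlabeled plus 0.24 uM Alexa 594-labeled, final) in 100 mM sodium acetate pH 7 was mixed with compound and 20 uM heparin and incubated 6 hr at 37 C.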
Tau ThT inhib: qHTS for Inhibitors of Tau Fibril Formation, Thioflavin T Binding. Microtubule-associated protein tau (Homo sapiens), P10636. recombinant tau K18 P301L (four-repeat tau fragment), heparin-induced fibrillization, ThT fluorescence. Potency, µM (series often up to 57.4 µM), inactives show top-dose activity, negative = inhibition, usual class: inhibitors. actives 2.1% (n = 270,000). AID 1460, 2008; further: nearly all actives have a fitted effect of over 55% in size
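Heparin-induced fibrillization of the P301L-mutant K18 repeat-domain fragment of human tau was followed by ThT binding in quantitative high-throughput format.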
TRb-SRC2 inh: qHTS for Inhibitors of the Interaction of Thyroid Hormone Receptor and Steroid Receptor Coregulator 2; TRbeta-SRC2 peptide binding, fluorescence polarization; receptor liganded with 1 µM T3; actives 0.065% (n = 280,000); Potency, µM (series often up to 106 µM), without a hit: at the highest dose activity change, negative = inhibition, usual class: inhibitors; Thyroid hormone receptor beta (Homo sapiens), P10828;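 further: plate controls were bound peptide for no effect and peptide without receptor for full effect; nearly all actives have a fitted effect of over 50% in size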
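Read-out is fluorescence polarization (555 nm excitation, 632 nm emission) of a Texas Red SRC2 coactivator peptide; loss of signal reflects blocked binding to human TRb ligand-binding domain in the presence of 1 uM T3.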
GLA spleen mod: qHTS Assay for Inhibitors and Activators of Human alpha-Galactosidase From Spleen Homogenate. actives 0.008% (n = 240,000). Potency, µM (highest dose often 80 µM), without a hit: top-dose activity change, negative = inhibition, hits mostly inhibitors. Alpha-galactosidase A (Homo sapiens), P06280. human spleen homogenate, 4MU-alpha-Gal fluorescence, 40 min;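 further: 0% = enzyme with vehicle and -100% = no enzyme basal signal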
Target sequence (P06280 32-429 limits assumed): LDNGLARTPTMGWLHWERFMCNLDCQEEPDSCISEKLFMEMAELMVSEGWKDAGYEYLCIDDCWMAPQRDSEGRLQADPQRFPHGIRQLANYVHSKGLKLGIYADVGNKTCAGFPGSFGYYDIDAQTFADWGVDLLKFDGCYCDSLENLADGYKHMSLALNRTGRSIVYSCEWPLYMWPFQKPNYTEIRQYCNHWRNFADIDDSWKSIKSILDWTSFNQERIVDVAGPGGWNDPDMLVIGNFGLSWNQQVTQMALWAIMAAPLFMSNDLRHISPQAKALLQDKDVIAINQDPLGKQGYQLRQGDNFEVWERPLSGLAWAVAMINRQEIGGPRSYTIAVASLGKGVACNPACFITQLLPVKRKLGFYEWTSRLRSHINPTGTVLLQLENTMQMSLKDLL
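Fluorogenic readout (Ex 365/Em 440 nm) of 4-methylumbelliferone released from 1 mM 4-MU-alpha-galactoside by spleen homogenate, 40 min at 37C, pH 5.0. Data normalized to no-enzyme and enzyme controls; Hill-equation AC50 from compound titrations.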
ALDH1A1 block: qHTS Assay for Inhibitors of Aldehyde Dehydrogenase 1 (ALDH1A1) | actives 7.3% (n = 220,000) | Purified ALDH1A1, NADH fluorescence, propionaldehyde substrate | Aldehyde dehydrogenase 1A1 (Homo sapiens), P00352 | Potency, µM (doses to about 75.3 µM), for inactives: top-dose activity, negative = inhibition, hits mostly inhibitors | AID 1030, 2008; active means well fitted inhibition curve with a large enough effect, not every such curve was filed as active; inconclusive means small, poorly fitted or top-dose-only effect, or another doubt; inactive means no such curve, though single readings can be large or run the other way;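 further: plate controls were no enzyme wells and a reference inhibitor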
Target sequence (P00352 whole entry, looked up): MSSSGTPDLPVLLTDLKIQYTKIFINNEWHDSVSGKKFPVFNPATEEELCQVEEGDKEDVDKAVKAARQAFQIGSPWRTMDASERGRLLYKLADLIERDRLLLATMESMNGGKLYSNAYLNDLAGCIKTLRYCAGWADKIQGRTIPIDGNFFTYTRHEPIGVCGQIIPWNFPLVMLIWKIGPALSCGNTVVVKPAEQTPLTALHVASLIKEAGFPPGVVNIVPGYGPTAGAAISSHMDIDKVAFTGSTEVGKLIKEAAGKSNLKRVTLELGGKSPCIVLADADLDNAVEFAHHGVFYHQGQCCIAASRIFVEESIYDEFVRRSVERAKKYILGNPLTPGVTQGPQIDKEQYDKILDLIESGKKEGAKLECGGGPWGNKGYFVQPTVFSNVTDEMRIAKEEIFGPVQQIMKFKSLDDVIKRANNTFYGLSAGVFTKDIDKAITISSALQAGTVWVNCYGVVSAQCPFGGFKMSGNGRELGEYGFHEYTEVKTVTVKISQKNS
The depositor's hits bear a star; ? = inconclusive; / = not tested or not shown; & = joins results of further samples; [ ] = remark or other dose. Unless noted, the call rests on the fitted dose curve; in most records, active means well fitted curve in the direction sought with a large enough effect; inconclusive means small, poorly fitted or top-dose-only effect, or another doubt; inactive means no such curve, though single readings can be large; an effect the other way counts as inactive or inconclusive. Unless noted, on the % scale 0 is the no-effect control and ±100 the full control effect; potency means the concentration at half of the fitted maximal effect. Compounds as they come. About 8.5% of those tested had a hit in this group.

structure | TexasRed fluor | L3MBTL1 inh | Tau fibril FP | Tau fluor cs | Tau ThT inhib | TRb-SRC2 inh | GLA spleen mod | ALDH1A1 block
COc1ccc(/C(O)=C2\C(=O)C(=O)N(CCN(C)C)C2c2cc(OC)c(OC)c(OC)c2)c(C)c1 (stereo unspecified) | 0.1% | / | -5.2% | -4.6% | 0.1% | 12.8% | 4.4% | 28.2µM*
COc1ccc(CCNC(=O)c2ccc3c(Cl)c4c(nc3c2)CCCC4)cc1OC | 1.3% | / | -1.7% | -4.3% | ? | 6.8% | / | /
Cc1ccc(OS(=O)(=O)c2ccccc2)c(/C=N/N=C2\NC(=O)C(C)S2)c1 (stereo unspecified) | 1.5% | -5.8% | 1.0% | -24.5% | -10.8% | -1.3% | 0.8% | 11.7%
O=C1OC(C(=O)Nc2cc(C(F)(F)F)ccc2Cl)Cc2ccccc21 (stereo unspecified) | ? | / | -11.5% | -1.1% | -0.2% | -5.8% | / | /
CCCc1cc(=O)oc2c(CN3CCN(C)CC3)c(O)c(Cl)cc12 | -4.8% | -0.7% | -3.7% | -5.0% | -14.1% | -17.4% | ? | ?
O=c1cc(CO)occ1OCc1cccc(C(F)(F)F)c1 | -5.2% | -0.1% | -0.6% | -0.9% | 1.9% | 0.8% | 5.0% | 9.7%
CCOc1cc(C(=O)OCc2cc(=O)n3nc(C4CC4)sc3n2)cc(OCC)c1OCC | -1.9% | / | 6.5% | -9.5% | ? | -1.7% | / | /
CCOc1ccc(-n2c(-c3ccc(Br)cc3)cc3c2CC(C)(C)CC3=O)cc1 | 2.0% | / | ? | -17.1% | -12.4% | 1.6% | / | /
COC(=O)c1c(C)[nH]c(C(=O)COC(=O)Cc2ccc3c(c2)OCCO3)c1C | 0.6% | 1.2% | 3.0% | -10.0% | ? | 7.5% | -6.2% | 3.2%
Cc1cc(OCC(=O)NC(C)C)cc(C)c1Br | 0.7% | 8.1% | 10.6% | 5.8% | 2.5% | -6.7% | 1.9% | -6.3%
Cc1ccc(NS(=O)(=O)c2ccc(C)c(NC(=O)COc3ccccc3)c2)c(C)c1 | 0.3% | 1.3% | -0.8% | -14.7% | -1.8% | -2.3% | -4.0% | 0.0%
CCCS(=O)(=O)N1CCN(Cc2ccncc2)CC1 | -0.4% | / | 10.0% | 3.3% | -13.9% | 0.0% | 6.3% | -3.9%
Cc1onc(-c2c(F)cccc2Cl)c1C(=O)OCC(=O)c1c(N)n(C)c(=O)n(C)c1=O | -1.8% | 4.4% | -14.0% | -10.2% | 1.1% | 4.6% | 7.4% | -5.6%
CC(=O)c1ccc(NC(=O)CN(C)S(=O)(=O)c2cc3c(cc2Cl)NC(=O)CO3)cc1 | 3.5% | / | -9.8% | -13.7% | 2.3% | 1.3% | / | /
O=C(COC(=O)c1ccc(NS(=O)(=O)c2cccs2)cc1O)NCc1ccccc1 | -2.6% | 38.0%[activator] | -6.2% | 7.5% | 10.1% | 0.1% | -5.8% | ?
CC1(C)Cc2ccccc2-c2nnnn21 | -0.1% | / | 4.1% | 7.2% | 4.8% | 6.8% | -3.5% | 11.2µM*
COc1ccccc1CN1CCNC(=O)C1CC(=O)NCc1cn(C)nc1C (stereo unspecified) | -0.9%[53 µM] | -6.4% | -1.5% | -4.8% | -3.3% | -9.7%[53 µM] | -1.6% | 12.9%
N#C/C(=C\c1ccc(Cl)cc1)c1nc2ccccc2o1 | 6.8% | -0.3% | 10.6% | -19.0% | ? | -0.2% | 14.7% | -7.7%
Cc1ccsc1C(C(=O)NC1CCCCC1)N(C(=O)Cc1cccs1)C1CC1 (stereo unspecified) | 0.2% | -5.4% | -3.7% | -4.7% | -4.7% | -11.3% | -4.8% | 8.6%
Cc1ccc(Cl)cc1N1CCN(C(c2ccc(F)cc2)c2nnc(-c3ccccc3)o2)CC1 (stereo unspecified) | -0.2% | / | -6.0% | -7.7% | -11.1% | 7.2% | / | /
CN(C)CCNC(=O)Cn1nc(-c2ccc(Cl)cc2)ccc1=O | 0.3% | -3.1% | -1.7% | -0.7% | 0.8% | -15.5% | 9.5% | -5.2%
CC(C)NC(=O)c1ccc2c3n(nc2c1)-c1ccc(Cl)cc1CO3 | 0.9% | / | 5.0% | -4.2% | ? | -2.6% | -5.3% | /
O=C(NCc1ccccc1)C(=O)NCC(c1ccco1)N1CCN(c2ccccc2F)CC1 (stereo unspecified) | -1.4% | 9.2% | 3.8% | -5.1% | -8.1% | 2.0% | 3.5% | ?
O=C(NCc1cccs1)c1ccc(S(=O)(=O)N2CCOCC2)cc1 | 0.3% | 21.5% | -4.2% | 0.8% | -1.9% | 13.5% | -9.0% | 6.3%
CCC(C)(C(=O)NC1CCCCC1)N(Cc1cccs1)C(=O)c1ccccn1 (stereo unspecified) | 0.1% | / | -0.2% | -9.0% | -3.2% | 5.7% | -9.2% | 6.7%
COCCCNc1nc2nonc2nc1N1CCN(Cc2cccc(C)c2)CC1 | 0.6% | -9.5% | -1.0% | -2.4% | 3.0% | -4.6% | -6.8% | -8.7%
Cc1ccc(C2=Nc3cccnc3C(c3ccccc3)=NN2)cc1 | -2.2% | / | 3.4% | -8.7% | ? | 3.8% | -0.7% | 1.5%
Cc1cc(-c2nn(-c3ccccc3F)cc2CN2CCCC(C(N)=O)C2)c(C)s1 (stereo unspecified) | -1.2% | -10.8% | -4.6% | -12.2% | -7.3% | -0.5% | -6.9% | 16.1%
CCOc1ccc(S(=O)(=O)Nc2ccc(S(=O)(=O)N3CCCC3)cc2)cc1 | -0.7% | / | -1.1% | -26.9% | -5.5% | -5.8% | 2.2% | 3.16µM*
CCOC(=O)C1=NNC2C(=O)N(C3CCCCC3)C(=O)C12 (stereo unspecified) | 0.1% | 1.7% | 1.7% | -3.5% | -2.9% | -4.0% | 3.6% | 12.6µM*
Cc1ccccc1C(=O)N1CCN(c2ccc([N+](=O)[O-])c(N3CCOCC3)c2)CC1 | -1.3% | -4.7% | 2.4% | -3.9% | ? | 3.9% | 7.9% | ?
CCCCCCCCCCCCCCCC(=O)OCC(COP(=O)(O)O)OC(=O)CCCCCCCCCCCCCCC (stereo unspecified) | -1.7%&-0.4% | / | -3.1%&-4.2% | -1.5%&-17.6% | -2.8%&-17.3% | 3.8%&5.7% | 5.2%&-2.9% | -0.1%&-1.8%
CCSc1ccc(-c2nn(-c3ccccc3)cc2/C=C(/C#N)C(=O)NC)cc1 | -6.2% | 9.1% | -2.6% | -10.1% | -7.2% | 1.5% | 13.9% | ?
Cc1ccc(-n2nc(-c3ccccc3)cc2Nc2ccccc2N)cc1 | -2.5% | ? | 13.0% | ? | ? | -2.2% | 7.2% | 3.0%
O=C(Nc1ccon1)c1cc(-c2ccccc2)nc2ccccc12 | -3.1% | 5.1% | -4.3% | -9.0% | -2.7% | 0.4% | 1.8% | -6.2%
C/C(=N\NC(=O)c1cccc([N+](=O)[O-])c1)c1cccc(NC(=O)C2CC2)c1 | -3.4% | 10.5% | 13.2% | 3.1% | -12.5% | -1.0% | -1.1% | 0.9%
CNC(=O)COC(=O)c1cc(SC)ccc1Cl | -4.1% | -0.2% | 7.9% | 2.8% | 1.2% | -5.2% | 0.7% | 4.7%
O=C(Nc1c(C(=O)NCc2ccco2)cnn1-c1ccccc1)c1cccc(F)c1 | 2.4% | -10.0% | -0.4% | -9.5% | -9.1% | 6.8% | -3.5% | -5.8%
COCCSc1ccccc1C(=O)NCC1CCCO1 (stereo unspecified) | 1.5% | / | 0.2% | 4.6% | -5.0% | 0.9% | 9.7% | 1.3%
O=S(=O)(C(=CNc1ccccc1)S(=O)(=O)c1ccccc1)c1ccccc1 | 3.1% | 29.3% | 3.6% | -0.5% | -0.1% | -12.4% | 1.0% | 6.8%
COc1ccccc1N1CCN(C(=O)CCCN2C(=O)c3cccc4cccc(c34)C2=O)CC1 | 2.5% | -10.7% | -10.9% | 3.1% | 7.0% | -17.8% | 2.4% | -0.9%
NC(=Nc1ccc(Cl)cc1)c1ccccc1 | -2.4% | 0.4% | -1.3% | 2.5% | 3.3% | 3.6% | 4.9% | 8.4%
CCN(CC)CC(=O)Nc1ccc([N+](=O)[O-])cc1 | 2.1% | -26.9% | -0.5% | 0.6% | -1.6% | -6.2% | -4.7% | -3.2%
Cc1cccc(-c2nc(C)cc(=O)[nH]2)c1 | -0.4% | 5.8% | 3.8% | -3.2% | 0.0% | -3.0% | -10.9% | /
CSc1oc(-c2ccc(F)cc2)nc1S(=O)(=O)c1ccc(F)cc1 | -0.9% | -0.4% | -11.3% | -15.3% | -5.4% | 3.8% | 10.0% | 2.7%
CCC(Sc1ncccc1C(=O)OCCN1CCCC1=O)C(=O)NCc1ccco1 (stereo unspecified) | 3.3% | 26.8% | -2.2% | 0.2% | -10.0% | -15.8% | 1.6% | ?
COc1ccc(-c2cc(C)no2)cc1S(=O)(=O)N1CCCC(C)C1 (stereo unspecified) | 0.2% | / | -18.6% | -22.9% | -0.4% | -4.6% | / | /

Profiles, quoted from the list.
C/C(=N\NC(=O)c1cccc([N+](=O)[O-])c1)c1cccc(NC(=O)C2CC2)c1 is listed with TexasRed fluor = -3.4%; L3MBTL1 inh = 10.5%; Tau fibril FP = 13.2%; Tau fluor cs = 3.1%; Tau ThT inhib = -12.5%; TRb-SRC2 inh = -1.0%; GLA spleen mod = -1.1%; ALDH1A1 block = 0.9%
CN(C)CCNC(=O)Cn1nc(-c2ccc(Cl)cc2)ccc1=O is listed with TexasRed fluor = 0.3%; L3MBTL1 inh = -3.1%; Tau fibril FP = -1.7%; Tau fluor cs = -0.7%; Tau ThT inhib = 0.8%; TRb-SRC2 inh = -15.5%; GLA spleen mod = 9.5%; ALDH1A1 block = -5.2%

Screening data: PubChem BioAssay, National Center for Advancing Translational Sciences (NCATS)
